Bioassay records: PubChem BioAssay, National Center for Advancing Translational Sciences (NCATS)
PNC inhibitor = High Content Assay for Compounds that inhibit the Assembly of the Perinucleolar Compartment | PC3M PTB-GFP, PNC prevalence imaging, 16 h; hits give low values | activity change (PNC), negative = inhibition, % at 10 µM | 3.1% of 140,000 active | AID 2417, 2010;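 active means readout at or below -70, meaning at least 70% loss of cells showing the perinucleolar compartment, a nuclear body marking cancer cells; inconclusive means readout between -30 and a set limit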;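 further: plate controls were DMSO wells for no effect and camptothecin positive control wells for full effect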
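Compounds are pinned in duplicate onto adhered PC3M cells stably expressing GFP-tagged PTB and incubated 16 h at 37 C. Cells are then fixed, nuclei stained with Hoechst, and PNC-positive cells counted.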
12-hLO inh = qHTS Assay for Inhibitors of 12-hLO (12-human lipoxygenase). Polyunsaturated fatty acid lipoxygenase ALOX12 (Homo sapiens), P18054. purified 12-hLO, xylenol orange hydroperoxide absorbance. Potency, µM (top dose mostly 57.1 µM), without a hit: top-dose activity change, negative = inhibition, usual class: inhibitors. 0.12% of 150,000 active; further: potency means the concentration at half of the fitted maximal effect; nearly all actives have a fitted effect of over 55% in size; many of its hits are not listed in these tables
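150 nM 12hLO, 25 mM Hepes pH 7.0 + 0.01% Triton X-100; cpd preinc 15 min RT; 40 uM arachidonic acid, 30 min RT; Fe-XO 30 min; A573/A405 ratio as read-out.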
15-hLO-2 inh = qHTS Assay for Inhibitors of 15-hLO-2 (15-human lipoxygenase 2); purified 15hLO-2, xylenol orange hydroperoxide absorbance; Potency, µM (titrated, usually from 57.1 µM), for the others: at the top dose activity change, negative = inhibition, most hits filed as inhibitors; 0.56% of 110,000 active; AID 881, 2007; further: potency means the concentration at half of the fitted maximal effect; nearly all actives have a fitted effect of over 60% in size; many of its hits are not listed in these tables
Target sequence (O15296 whole entry, looked up): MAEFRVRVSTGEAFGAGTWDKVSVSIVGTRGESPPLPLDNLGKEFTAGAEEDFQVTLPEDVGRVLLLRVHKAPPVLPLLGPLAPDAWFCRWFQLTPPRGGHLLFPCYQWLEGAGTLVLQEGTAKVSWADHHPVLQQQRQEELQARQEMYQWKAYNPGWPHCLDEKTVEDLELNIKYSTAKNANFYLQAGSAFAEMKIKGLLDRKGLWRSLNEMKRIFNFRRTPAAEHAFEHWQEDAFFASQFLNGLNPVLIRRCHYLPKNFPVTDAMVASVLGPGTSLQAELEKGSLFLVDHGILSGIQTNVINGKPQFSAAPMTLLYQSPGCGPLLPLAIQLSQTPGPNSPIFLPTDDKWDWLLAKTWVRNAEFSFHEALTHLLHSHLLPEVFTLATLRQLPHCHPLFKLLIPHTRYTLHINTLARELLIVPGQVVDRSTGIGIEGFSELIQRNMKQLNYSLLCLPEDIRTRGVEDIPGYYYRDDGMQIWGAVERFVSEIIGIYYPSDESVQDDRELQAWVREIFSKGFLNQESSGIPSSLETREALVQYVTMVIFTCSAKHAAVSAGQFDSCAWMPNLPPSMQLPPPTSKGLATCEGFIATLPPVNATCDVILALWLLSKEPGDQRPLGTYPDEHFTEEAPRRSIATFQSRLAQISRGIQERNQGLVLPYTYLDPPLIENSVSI
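Enzyme 50 nM, AA 45 uM, 25 mM Hepes pH 7.5 + 0.01% Triton X-100; cpd preinc 15 min RT, rxn 90 min RT; stop/detect with 200 uM XO + 300 uM Fe(II) in 50 mM H2SO4, 30 min; A573/A405.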
IMPase inh = qHTS Assay for Identifying the Cell-Membrane Permeable IMPase Inhibitors. Inositol monophosphatase 1 (Rattus norvegicus), P97697. CHO-M1 cells, IP1 accumulation, HTRF TR-FRET ratio. inhibition (IP1 accumulation), % at 46.1 µM. 120,000 tested, under 10 active; active means well fitted curve in the direction sought with a large enough effect in the signal ratio, not every such curve was filed as active; inconclusive means small, poorly fitted or top-dose-only effect, or a change in a side signal; inactive means no such curve, though single readings can be large or run the other way; the % refers to the signal ratio;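 further: cells stimulated with carbachol in lithium chloride buffer; plate controls were DMSO basal wells for no effect and reference inhibitor wells for full effect; higher means more IMPase inhibition seen as more IP1 and lower FRET ratio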
Target sequence (P97697 whole entry, looked up): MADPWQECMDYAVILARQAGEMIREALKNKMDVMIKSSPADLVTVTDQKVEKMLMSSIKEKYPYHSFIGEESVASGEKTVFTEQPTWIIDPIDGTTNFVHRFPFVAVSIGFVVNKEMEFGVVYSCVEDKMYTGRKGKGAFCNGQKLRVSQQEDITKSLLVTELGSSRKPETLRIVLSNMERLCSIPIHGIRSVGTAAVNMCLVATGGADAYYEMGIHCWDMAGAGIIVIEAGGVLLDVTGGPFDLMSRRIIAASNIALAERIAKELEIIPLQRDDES
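Elevated IP1 in lysates lowers TR-FRET signal (665/620 ratio and 620 channel reported). Cells were CHO-M1, given carbachol (50 uM as added) plus 50mM LiCl, pH 7.4, 30 min, 37C; compounds titrated up to 46 uM; AC50 by Hill equation.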
* hit, by the source's call; ? = inconclusive; . = not tested or not shown; & = joins results of further samples; [ ] = remark or other dose. Unless noted, the call rests on the fitted dose curve; in most records, active means well fitted curve in the direction sought with a large enough effect; inconclusive means small, poorly fitted or top-dose-only effect, or another doubt; inactive means no such curve, though single readings can be large; an effect the other way counts as inactive or inconclusive. Unless noted, on the % scale 0 is the no-effect control and ±100 the full control effect.

#1 Cc1cc(C)n(-c2ccc(Cl)c(C(=O)O)n2)n1
#2 N#Cc1c(N2CCCCC2)nc(N2CCCCC2)c2c1CCN(Cc1ccccc1)C2
#3 O=c1c2ccccc2nnn1CSc1nnc(-c2cccc(S(=O)(=O)N3CCCCC3)c2)o1
#4 CCCn1c(NC(=S)Nc2ccccc2)nc2ccccc21
#5 CC(C)N(C(=O)N1CCC(c2nc(-c3ccncc3)no2)CC1)C(C)C
#6 CCC(=O)N[C@@H]1CCc2cccc(OC)c2C1

compound no.	1	2	3	4	5	6
PNC inhibitor	59	?	?	?	-3	.
12-hLO inh	14%	1%	-3%	?	2%	-2%
15-hLO-2 inh	15%	22%	-9%	.	-2%	15%
IMPase inh	-9	7	6	-1	-4	2

#7 O=C(O)c1ccc2c(c1C(=O)O)C(=O)OC2(c1ccc(O)cc1)c1ccc(O)cc1
#8 Cn1nc(OCCOc2ccccc2)ccc1=O
#9 Cc1cc(=O)oc2cc(NC(=O)c3cc4ccccc4o3)ccc12
#10 Cc1cccc(NC(=O)Cn2c(=O)n(Cc3ccco3)c(=N)c3c4c(sc32)COC(C)(C)C4)c1
#11 CC(=O)NCC(=O)OCN1C(=O)c2ccccc2C1=O
#12 Cc1nn(CC(=O)Nc2ccc3c(c2)nc(CN2CCCCC2)n3C)c(=O)c2ccccc12

compound no.	7	8	9	10	11	12
PNC inhibitor	.	20	30	31	?	23
12-hLO inh	-5%[11.4 µM]	2%	-7%	0%	3%	7%
15-hLO-2 inh	10%[11.4 µM]	0%	?	25%	.	32%[activator]
IMPase inh	.	0	-2	18	.	16

#13 COC(=O)C1=C(N)Oc2cc(C)n(Cc3cccnc3)c(=O)c2C1c1cc(OC)ccc1OC (stereo not given)
#14 COc1ccccc1NC(=O)c1sc2ncn(Cc3cccc4ccccc34)c(=O)c2c1C
#15 Cc1nc(NC(=O)c2cccc(-c3cc4ccccc4oc3=O)c2)ccc1Br
#16 COc1ccc(N2CCN(S(C)(=O)=O)CC2)cc1
#17 COc1ccccc1C1N(c2ccc(Cl)cc2)C(=O)C2CCCN21 (stereo not given)
#18 CC1CCCC(NC(=S)NC(=O)c2ccccc2Br)C1C (stereo not given)

compound no.	13	14	15	16	17	18
PNC inhibitor	36	-9	-28	-29	85	-24
12-hLO inh	-2%	4%	-5%	3%	-3%	?
15-hLO-2 inh	-3%	.	.	-2%	12%	.
IMPase inh	4	-1	?	-13	5	.

#19 CC(=O)c1cccc(OCCN2C(=O)NC(C)(C)C2=O)c1
#20 CC1CCCN(S(=O)(=O)c2ccc(NC(=O)Cn3nnc(-c4ccccc4F)n3)cc2)C1 (stereo not given)
#21 COC(=O)CCC/C=C1\SC[C@@H](NC(=O)c2ccccc2)C1NC(C)=O (stereo not given in full)
#22 Cc1oc(-c2cccs2)nc1CS(=O)CC(=O)NC1CCCCCC1 (stereo not given)
#23 CCn1c(CCn2ccnc2C)n[nH]c1=S
#24 C=C(C)CSc1nc2nc(C)cc(C)n2n1

compound no.	19	20	21	22	23	24
PNC inhibitor	4	-16	-14	-30	?	-15
12-hLO inh	5%	-10%	1%	-8%	3%	0%
15-hLO-2 inh	-6%	3%[2.29 µM]	.	-10%	8%	2%
IMPase inh	8	-5	.	6	8	6

#25 CN(CCNC(=O)c1cc2c(=O)n(C)c3ccccc3c2n1C)Cc1ccccc1
#26 Brc1ccc(Cn2c(-c3ccc(Br)o3)nc3ccccc32)o1
#27 Cc1cc(C)c(NC(=O)COC(=O)/C=C/c2cccc(C(F)(F)F)c2)c(C)c1
#28 O=C(NNC(=O)c1cc(-c2ccccc2)nc2ccccc12)Nc1cccc(Cl)c1
#29 CCOC(=O)NCC(C)(C)CNC(=O)OCC
#30 O=C(COc1cccc2ccccc12)N/N=C/C=C/c1ccccc1

compound no.	25	26	27	28	29	30
PNC inhibitor	0	59	63	?	-117*	25
12-hLO inh	6%	-12%	-1%	-8%	-1%	-1%
15-hLO-2 inh	26%	.	.	-16%	-3%	.
IMPase inh	9	.	.	8	-7	-6

#31 COc1ccc(Cn2nnnc2CN2CCC(c3nc4ccccc4s3)CC2)cc1
#32 Cc1ccc(OCCn2c(=O)sc3ccccc32)cc1
#33 CCCn1c(SCC(=O)Nc2nnc(CC)s2)nnc1-c1ccco1
#34 COc1ccc(NC(=S)SC)cc1OC
#35 COCCN(CCOC)S(=O)(=O)c1ccc(C(=O)Nc2nc(C)c(C(C)=O)s2)cc1
#36 CCn1ncc(Br)c1C(=O)Nc1sc2c(c1C(N)=O)CCC2

compound no.	31	32	33	34	35	36
PNC inhibitor	-4	-14	29	34	?	8
12-hLO inh	-16%	2%	-2%	-2%	0%	0%
15-hLO-2 inh	11%	.	-6%	.	-1%	-5%
IMPase inh	-3	27	-9	.	8	3

#37 COC(=O)c1nn(-c2ccc(OC)cc2)c(=O)cc1Oc1cccc(Cl)c1
#38 COc1ccc(C2C(C#N)=C(N)OC(C(C)(C)C)=C2C#N)cc1OC (stereo not given)
#39 O=C1c2cc(N3CCCC3)c([N+](=O)[O-])cc2C(=O)N1c1ccccc1
#40 CC1(C)CC2CC(C)(CN2S(=O)(=O)c2ccc(C(=O)Nc3cccc(S(=O)(=O)N4CCOCC4)c3)cc2)C1 (stereo not given)
#41 COc1ccc(-c2nc(C)c(C(C)=O)n2O)cc1OC
#42 O=C(COC(=O)c1cccnc1SCC(=O)NCc1ccccc1)NCc1ccccc1

compound no.	37	38	39	40	41	42
PNC inhibitor	26	?	43	-23	10	?
12-hLO inh	-7%	-7%	-2%	-1%	0%	2%
15-hLO-2 inh	-4%	-23%	.	.	-12%	-13%
IMPase inh	4	1	.	.	20	?

#43 Cn1nccc1CNC(=O)c1ccnn1C
#44 BrC(=C\c1ccccc1)/C=N/Nc1nc(N2CCOCC2)nc(N2CCOCC2)n1
#45 COC(=O)N1CCC[C@@]2(CCN(C(=O)Nc3cccc(C#N)c3)C2)C1
#46 Cc1cccc(OCCn2c(=O)n(C)c3ccccc32)c1
#47 O=C(CN1CCN(S(=O)(=O)c2ccc(Br)cc2)CC1)Nc1ccc(F)cc1F
#48 COc1ccc(/C=C/C(=O)Oc2cccc(/C=N/NC(=O)COc3c(C)cccc3C)c2)cc1

compound no.	43	44	45	46	47	48
PNC inhibitor	23	67	.	?	?	30
12-hLO inh	1%	-2%	5%	1%	-20%	9%
15-hLO-2 inh	.	.	4%	8%	7%	.
IMPase inh	.	.	.	6	6	2

Entries of single compounds, quoted from the list:
Record of `Cn1nccc1CNC(=O)c1ccnn1C` → PNC inhibitor = 23; 12-hLO inh = 1%; 15-hLO-2 inh = .; IMPase inh = .
Record of `Cc1cccc(OCCn2c(=O)n(C)c3ccccc32)c1` → PNC inhibitor = ?; 12-hLO inh = 1%; 15-hLO-2 inh = 8%; IMPase inh = 6
Record of `BrC(=C\c1ccccc1)/C=N/Nc1nc(N2CCOCC2)nc(N2CCOCC2)n1` → PNC inhibitor = 67; 12-hLO inh = -2%; 15-hLO-2 inh = .; IMPase inh = .

Continued.
#49 COc1cc(C2c3cc4c(cc3C(O)[C@H]3COC(=O)C23)OCO4)cc(OC)c1OC (stereo not given in full)
#50 Cc1ccc(NC(=O)CSc2nc(N)c3cc4c(nc3n2)CCCC4)cc1
#51 Cc1cccc(-c2noc(CCCC(=O)Nc3ccc(C(N)=O)cc3)n2)c1
#52 CC1C(=O)Nc2ccccc2N1C(=O)C1CC1 (stereo not given)
#53 COC(=O)c1cc(Cl)c(NC(=O)/C=C/c2ccc(OC)cc2)cc1OC
#54 O=C(CC(=O)N/N=C/c1ccccc1O)NCc1cccnc1

compound no.	49	50	51	52	53	54
PNC inhibitor	.	53	11	-13	-113*	3
12-hLO inh	-1%&-4%	-2%	2%	4%	0%	-2%
15-hLO-2 inh	-7%&-14%	.	-10%	5%	.	.
IMPase inh	.	.	-1	0	.	6

#55 c1cncc(Oc2cccc(Oc3cccnc3)c2)c1
#56 O=C(/C=C/N1CCOCC1)c1cc2ccccc2o1
#57 Cc1ccc(C(=O)N/C(=C/c2ccc(-c3cccc([N+](=O)[O-])c3)o2)C(=O)NC(C)(C)C)cc1
#58 O=C(/C=C/c1ccc2c(c1)OCO2)Nc1c(C(=O)O)[nH]c2ccccc12
#59 CCOC(=O)CNc1nc(-c2ccncc2)nc2ccccc12
#60 COc1cccc(-n2c(C)c(C(C)=O)c(C(C)=O)c2C)c1

compound no.	55	56	57	58	59	60
PNC inhibitor	-13	35	6	-25	?	60
12-hLO inh	-3%	-2%	-1%	-11%	2%	-1%
15-hLO-2 inh	.	1%[11.4 µM]	.	.	6%	6%
IMPase inh	-2	-14[1.84 µM]	.	8	7	5

#61 CCCCc1cc2c(s1)CCCC/C2=N/O
#62 CCN(C(=O)N(CC)c1ccccc1)c1ccccc1
#63 CCOC(=O)c1c(C)[nH]c(C(=O)OCc2c(C)noc2C)c1C
#64 CCOC(=O)c1ccc(CC(=O)c2ccc(O)cc2O)o1
#65 O=C(NC1CCCCC1)N(C1=NCCCCC1)c1ccc(Br)cc1
#66 CC(O)C(O)C(O)C(O)/C=N/NC(=O)c1ccccc1 (stereo not given)

compound no.	61	62	63	64	65	66
PNC inhibitor	0	.	7	?	-24	-5
12-hLO inh	-2%	-5%	-8%	-3%	2%	2%
15-hLO-2 inh	.	-20%	-7%	-5%	.	.
IMPase inh	.	.	2	2	5	-1

#67 CS(=O)(=O)N(Cc1ccc(Cl)cc1)c1ccc(C(=O)NCCSc2ccccn2)cc1
#68 C=CCOc1ccc(/C=N/N2C(=O)C(CC(=O)Nc3ccc(F)cc3F)SC2=NC)cc1 (stereo not given)
#69 CCOc1ccc(C(=O)NCC(=O)OCc2ccc(F)cc2Cl)cc1
#70 Cc1cc(=O)n2[nH]c(-c3cccnc3)nc2n1
#71 O=C(COc1ccc(S(=O)(=O)N2CCOCC2)cc1)Nc1ccccc1C(F)(F)F
#72 CS(=O)(=O)Nc1cccc(-c2cncnc2NCc2cccs2)c1

compound no.	67	68	69	70	71	72
PNC inhibitor	?	?	6	17	0	.
12-hLO inh	-12%	8%	-6%	-2%	2%	-2%
15-hLO-2 inh	.	.	.	2%	0%	-6%
IMPase inh	.	5	-11	-6	1	.

#73 CCc1nc(SCC(=O)Nc2c(C)n(C)n(-c3ccccc3)c2=O)n[nH]1
#74 O=C(CCNc1ccc(F)cc1)c1ccco1
#75 Cc1nc(SCC(N)=O)[nH]c(=O)c1CCC(C)C
#76 O=C(c1cc(-c2ccccn2)nc2c(Cl)cccc12)N1CCN(C(=O)C2CCCO2)CC1 (stereo not given)
#77 O=C(Nc1nc2c(s1)CCCC2)c1cccs1

compound no.	73	74	75	76	77
PNC inhibitor	-16	2	-1	-18	-1
12-hLO inh	-2%	7%	-7%	-5%	5%
15-hLO-2 inh	-1%	-8%	-4%	-3%	22%
IMPase inh	2	-2	12	1	-6

Only part of the results is shown; rates above refer to the full screens.
